Source: PubChem BioAssay (National Center for Advancing Translational Sciences (NCATS))
TRPV1 agonist = HTS Assay for Compounds that Act as Agonists of the Vanilloid Receptor 1; activation, % at 8.33 µM; Transient receptor potential cation channel subfamily V member 1 (Homo sapiens), Q8NER1; 320,000 compounds, 0.19% hits; TRPV1-expressing cells, Fluo-8 calcium influx, agonist mode; in the data active = activation above about 80%; inconclusive = between about 30% and that limit; note: 0% is about no effect
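Fluo-8 calcium influx in TRPV1-expressing cells, kinetic read (ex 480/em 520 nm). Compound added and read 3 min for agonist activity, followed by capsaicin at EC20 final and 2 min further read for enhancement.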
GALK inh = qHTS Assay for Inhibitors of Human Galactokinase (GALK). 270,000 compounds, 0.007% hits. Purified GALK, Kinase-Glo residual ATP luminescence. P51570. AID 1868, 2009. Potency, µM (highest dose often 57.5 µM), inactives show top-dose activity change, negative = inhibition, hits mostly inhibitors; note: potency is the fitted concentration of half-maximal effect; % is set by controls: 0 for no effect and ±100 for the full control effect
Target sequence (P51570 whole entry, looked up): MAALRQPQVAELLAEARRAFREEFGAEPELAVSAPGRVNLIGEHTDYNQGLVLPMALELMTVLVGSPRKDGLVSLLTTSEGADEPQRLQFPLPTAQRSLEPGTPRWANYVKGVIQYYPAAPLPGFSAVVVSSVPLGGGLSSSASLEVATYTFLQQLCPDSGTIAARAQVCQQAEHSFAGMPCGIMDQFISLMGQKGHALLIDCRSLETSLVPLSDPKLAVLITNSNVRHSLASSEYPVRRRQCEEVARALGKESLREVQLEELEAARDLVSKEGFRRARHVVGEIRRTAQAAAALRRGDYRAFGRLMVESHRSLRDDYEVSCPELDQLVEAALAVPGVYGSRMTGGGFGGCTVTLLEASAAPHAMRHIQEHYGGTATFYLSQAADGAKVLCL
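5 nM enzyme, 35 uM ATP, 100 uM galactose, 20 mM HEPES pH8.0, 5 mM MgCl2; 1 h RT; residual ATP by Kinase-Glo Plus luminescence, qHTS format.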
FBPA coupling cs = qHTS Assay for Inhibitors of Fructose-1,6-bisphosphate Aldolase from Giardia Lamblia: Coupling assay counterscreen | coupling enzyme system counterscreen, AmpLite Red fluorescence | activity change, negative = inhibition, % at 58.2 µM, hits read low | 290,000 compounds, 0.67% hits | AID 2472, 2010; in the data active = activity change below about -30%; note: % is set by controls: 0 for no effect and ±100 for the full control effect
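Activity here indicates interference with the coupling reaction, not aldolase inhibition. Compounds at 57.5 uM final met coupling enzymes for 10 min at RT; substrate and AmpLite Red detection followed, with a 525/598 nm fluorescence read after 20 min.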
KCNH2 WT inh = qHTS for Inhibitors of KCHN2 3.1: Wildtype qHTS; AID 720551, 2013; activity change, % at 1.84 µM; 340,000 compounds, 0.37% hits; Voltage-gated inwardly rectifying potassium channel KCNH2 (Homo sapiens), Q12809; U2OS, BacMam KCNH2, thallium flux FluxOr; stronger effect = lower value;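 active = maximum activity change below -70%; inconclusive = maximum activity change between -70% and -50%; inactive = maximum activity change above -50%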; note: % is set by controls: 0 for no effect and ±100 for the full control effect
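U2OS cells were transduced with wild-type KCNH2 virus (2.03 x 10^8 / mL) for 4 h at room temperature, then cultured overnight at 37 C. Thallium flux was read with FluxOr dye. Rate constants were normalized to DMSO controls.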
KCNH2 3.1 block = qHTS for Inhibitors of KCHN2 3.1: Mutant qHTS. U2OS KCNH2 3.1, thallium flux FluxOr; stronger effect = lower value. activity change, % (tested at about 1.8 µM). 340,000 compounds, 0.95% hits;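 active = maximum activity change below -70%; inconclusive = maximum activity change from -70% to -50%; inactive = maximum activity change above -50%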;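 note: thallium influx rate constant from kinetic fluorescence after stimulation buffer; % is set by controls: 0 for no effect and ±100 for the full control effect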
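Thallium flux read-out: FluxOr dye with Red40 quencher in HBSS/HEPES, 45 min at RT. Rate constants from kinetic reads were normalized to positive and negative DMSO controls. Cells: U2OS virally expressing the 3.1 isoform.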
ASM inhibitor = Inhibitors of Secretory Acid Sphingomyelinase (S-ASM): qHTS. Sphingomyelin phosphodiesterase (Homo sapiens), P17405. placental ASM, HMU-PC fluorogenic substrate, 60 min. Potency, µM (series often up to 57.5 µM), for inactives: top-dose activity change, negative = inhibition, hits mostly inhibitors. 340,000 compounds, 0.006% hits. AID 504937, 2011; note: potency is the fitted concentration of half-maximal effect
Target sequence (P17405 47-631 limits assumed): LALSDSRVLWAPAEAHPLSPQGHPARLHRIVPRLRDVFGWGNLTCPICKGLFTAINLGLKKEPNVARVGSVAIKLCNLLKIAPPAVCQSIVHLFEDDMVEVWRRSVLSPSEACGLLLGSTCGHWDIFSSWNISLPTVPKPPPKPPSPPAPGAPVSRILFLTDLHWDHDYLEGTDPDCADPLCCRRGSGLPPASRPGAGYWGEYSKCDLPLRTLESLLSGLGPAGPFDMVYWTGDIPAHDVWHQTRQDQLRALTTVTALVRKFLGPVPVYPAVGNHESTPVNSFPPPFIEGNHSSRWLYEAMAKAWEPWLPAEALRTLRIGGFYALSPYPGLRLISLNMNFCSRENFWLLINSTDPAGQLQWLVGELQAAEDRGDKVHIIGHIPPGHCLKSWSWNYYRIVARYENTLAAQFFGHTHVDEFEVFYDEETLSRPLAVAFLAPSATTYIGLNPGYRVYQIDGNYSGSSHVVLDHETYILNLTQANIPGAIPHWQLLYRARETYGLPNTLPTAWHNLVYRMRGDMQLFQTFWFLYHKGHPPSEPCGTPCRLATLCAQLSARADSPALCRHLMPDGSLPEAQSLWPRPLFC
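qHTS format. ASM enzyme prepared from human placenta hydrolyses the fluorogenic substrate HMU-PC0 (9 uM final) over 60 min at 37 °C after a 10 min compound preincubation.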
A-T KAP1 phos = qHTS Assay for Identifying a Potential Treatment of Ataxia-Telangiectasia. […] A-T fibroblasts, KAP-1 phosphorylation AlphaLISA; neocarzinostatin DNA damage 30 min before lysis. Potency, µM (top dose mostly 57.5 µM), without a hit: at the top dose activation, most hits filed as activators. 320,000 compounds, 0.19% hits. AID 485349, 2010; note: potency is the fitted concentration of half-maximal effect; % of control where 0% means no effect; nearly all actives have a fitted effect of over 45% in size
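ATM-like activity read as KAP-1 phosphorylation via AlphaLISA donor/acceptor antibody pairs after lysis and 6 hr at 25C. Cells were ATM-null patient fibroblasts ([…], hTERT), dosed 60 min, then exposed to the DSB inducer NCS for 30 min.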
Integrin act MD = qHTS for Activators of Integrin-Mediated Alleviation for Muscular Dystrophy; alpha7betagal myoblasts, beta-gal FDG fluorescence, 48 h; Potency, µM (top dose mostly 38.3 µM), inactives show at the highest dose activation, most hits filed as activators; 350,000 compounds, 0.064% hits; AID 624291, 2012;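 note: potency is the fitted concentration of half-maximal effect; 100% = response of the positive control SU9516; nearly all actives have a fitted effect of over 60% in size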
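Alpha7betagal+/- myoblasts (passage 13) were plated 16-24 hr, then exposed to compounds (1:260 dilution of DMSO stock) for 48 hours at 37C. After MPER lysis, β-galactosidase reporter activity was read as FDG fluorescence (ex 480/em 540) after 30 minutes.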
CXXC DNA block = qHTS Fluorescence Polarization Assay for Inhibitors of MLL CXXC domain - DNA interaction | Histone-lysine N-methyltransferase 2A (Homo sapiens), Q03164 | MLL-CXXC / FITC-HOXA9 DNA fluorescence polarization | Potency, µM (series often up to 115 µM), for the others: top-dose activity change, negative = inhibition, hits mostly inhibitors | 290,000 compounds, 0.037% hits | AID 2662, 2010; active = well fitted inhibition curve with a large enough effect in the polarisation, with a control signal flat, not every such curve was filed as active; inconclusive = small, poorly fitted or top-dose-only effect, or effect the other way, or a change in a side signal; inactive = no such curve, though single readings can be large or run the other way; the % refers to the polarisation; note: potency is the fitted concentration of half-maximal effect
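Steps: dispense CXXC domain solution (7 uM) → pin compounds or unlabeled HOX-A9 DNA control → 5 min ambient → add FLSN-HOX-A9 solution (50 nM) → spin → 30 min ambient → fluorescence polarization. Tris pH 7.5/NaCl/DTT/BSA buffer.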
MBNL1-CUG inh = qHTS Assay for Inhibitors of MBNL1-poly(CUG) RNA binding; Muscleblind-like protein 1 (Homo sapiens), Q9NR56; 280,000 compounds, 0.036% hits; TR-FRET MBNL1-His/biotin-(CUG)12 binding, 665/545 ratio; Potency, µM (top dose mostly 57.5 µM), without a hit: top-dose activity change, negative = inhibition, most hits filed as inhibitors; active = well fitted inhibition curve with a large enough effect in the signal ratio, with a control signal flat, not every such curve was filed as active; inconclusive = small, poorly fitted or top-dose-only effect, or effect the other way, or a change in a side signal; inactive = no such curve, though single readings can be large or run the other way; the % refers to the signal ratio; note: potency is the fitted concentration of half-maximal effect; % is set by controls: 0 for no effect and ±100 for the full control effect
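Compounds (final 92 nM to 58 uM) are added to His-tagged MBNL1 and biotin-(CUG)12, then terbium anti-His antibody and streptavidin-XL665 (5 nM final). After 60 min at room temperature, the 665/545 nm ratio is read.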
An asterisk follows results filed as active; ? = inconclusive; · = no result given; [ ] = remark or other dose. Unless noted, calls come from the whole dose curve; as a rule, active = well fitted curve in the direction sought with a large enough effect; inconclusive = small, poorly fitted or top-dose-only effect, or another doubt; inactive = no such curve, though single readings can be large; an effect the other way counts as inactive or inconclusive. Compounds as they come. Share with any hit: about 2%.

The first two compounds as a preview:
SMILES | TRPV1 agonist | GALK inh | FBPA coupling cs | KCNH2 WT inh | KCNH2 3.1 block | ASM inhibitor | A-T KAP1 phos | Integrin act MD | CXXC DNA block | MBNL1-CUG inh
COC(C/C=C/C(=O)[C@H](C)OCc1ccccc1)OC | · | · | · | 1 | -12 | 5% | · | -27% | · | ·
O=C(O)CCCCCNS(=O)(=O)c1cccc2c1C(=O)c1ccccc1C2=O | 0 | 0% | -2 | -2 | 7 | 6% | 3% | 18% | 16% | ?

This part in full, from the start:
SMILES | TRPV1 agonist | GALK inh | FBPA coupling cs | KCNH2 WT inh | KCNH2 3.1 block | ASM inhibitor | A-T KAP1 phos | Integrin act MD | CXXC DNA block | MBNL1-CUG inh
COC(C/C=C/C(=O)[C@H](C)OCc1ccccc1)OC | · | · | · | 1 | -12 | 5% | · | -27% | · | ·
O=C(O)CCCCCNS(=O)(=O)c1cccc2c1C(=O)c1ccccc1C2=O | 0 | 0% | -2 | -2 | 7 | 6% | 3% | 18% | 16% | ?
CC(O)(c1cccs1)C(C(=O)O)c1ccccc1 (stereo not given) | · | · | · | -3 | -14 | 3% | · | 34% | · | ·
O=C(COc1ccccc1Cl)Nc1nc(-c2cccs2)cs1 | 21 | 3% | -4 | 11 | -9 | -19% | 23% | 21% | -4% | -8%
CCCNC(=O)c1cc2cc([N+](=O)[O-])ccc2s1 | ? | 8% | 1 | 5 | -1 | -2% | 2% | ? | 12% | ?
CCc1c(O)nc(SCC(=O)NC(C)(C)C)n(-c2ccccc2)c1=O | -1 | · | 7 | 0 | -18 | 6% | -5% | 20% | 2% | -3%
Cc1ccc(N2CC(C(=O)OCC(=O)Nc3ccc(Cl)cc3)CC2=O)cc1 (stereo not given) | 2 | · | · | 7 | -3 | -1% | -4% | 3% | · | ·
NCCCC[C@@H](C(=O)NCCCCCCCCCCC(=O)N1CCNCC1)n1cc(CCCC(=O)O)nn1 | -4 | · | · | -4 | 9 | 0% | 7% | 0% | · | ·
O=C(CCn1c(=O)oc2ccccc21)NCCCN1CCOCC1 | 0 | 1% | 0 | -6 | -2 | 1% | 8% | -18% | 6% | 2%
CC1C=CCC2C(=O)N(c3ccc(Cl)cc3O)C(=O)C12 (stereo not given) | -1 | 2% | 2 | 4 | 15 | 3% | -5% | 0% | ? | -11%
COc1ccc(N(C)C(=O)c2cc3c(Cl)nc4ccccc4c3s2)cc1 | 11 | -4% | 0 | 2 | 19 | -13% | 5% | -17% | 18% | -2%
CC(C)CNC(=O)C(=O)N/N=C/c1cccs1 | 2 | 2% | 2 | -15 | -19 | -2% | -8% | -3% | -1% | 7%
Cc1ccc2nc(NC(=O)/C=C/c3ccc4c(c3)OCO4)sc2c1 | 0 | · | -2 | -2 | 7 | 29% | 29% | 0% | 14% | -15%
CCC(=O)Oc1c(S(=O)(=O)c2ccc(C)cc2)c(C)nn1C(C)(C)C | 10 | -1% | 0 | 5 | 1 | 2% | -3% | -11% | 5% | -5%
CCN(CC)c1ccc(S(=O)(=O)N2CCOCC2)cc1NC(=O)COC(=O)c1ccco1 | 10 | · | · | -6 | 11 | 5% | 5% | -8% | · | ·
CCN(CC(=O)Nc1ccccc1OC)C(=O)c1ccccc1Sc1ccccc1C#N | 7 | · | · | -13 | 2 | 0% | 6% | 17% | · | ·
O=C(CN1CCN(c2ccc(F)cc2)CC1)Nc1ccccc1 | 7 | 4% | 0 | 3 | 4 | 1% | 3% | 21% | -4% | -10%
COc1cccc(/C=C/C(=O)c2ccc3c(c2)OCO3)c1OC | ? | · | · | -1 | 13 | 1% | 5% | -51%[inhibitor] | · | ·
CCC(=O)NCCCCCCCCCNC(=O)CC | 1 | 2% | 4 | 4 | 1 | -1% | -1% | 6% | 3% | -9%
CC(C)(C)c1ccc(C(=O)NC(CC(=O)O)c2ccc(OC3CCCC3)cc2)cc1 (stereo not given) | -2 | · | 4 | 1 | -11 | -7% | -9% | 0% | 14% | 1%
COc1ccc(-c2cc3ccccc3n2CC(O)CN2CCN(CCO)CC2)cc1 (stereo not given) | · | 2% | 2 | 14 | -4 | 2% | 12% | -6% | 8% | 6%
Cc1nc2ccccn2c1C(=O)c1ccccc1 | 7 | 0% | -3 | 0 | 5 | 0% | -7% | -5% | -2% | 0%
Cn1sc(=O)c2cc(S(=O)(=O)NC3CC3)ccc21 | 5 | · | 1 | -4 | -3 | 2% | 0% | -30% | -7% | -20%
CSc1nc2ccc3nc(NC(=O)C4COc5ccccc5O4)sc3c2s1 (stereo not given) | 0 | -3% | -2 | -6 | 2 | 6% | 21% | 7% | 0% | ?
CSc1cccc(NC(=S)N(CCN(C)C)C(C)c2ccccn2)c1 (stereo not given) | 27 | -1% | -2 | -2 | -8 | -1% | 1% | -26% | -8% | -3%
O=S(=O)(O)c1ccc(N=NNc2ccc(Br)cc2)cc1 | -2 | -3% | 5 | 7 | 0 | 18% | 2% | 18% | 0% | ?
Nc1[nH]nc2nc3ccccc3cc12 | 22 | -1% | -3 | 3 | -3 | -2% | 4% | 0% | ? | ?
CN(c1ccc(C(=O)NCCSCc2ccccc2)cc1)S(=O)(=O)c1ccccc1 | 1 | 5% | -3 | 7 | 1 | 1% | 9% | 0% | -17% | 9%
CCOCCn1c(CN(Cc2ccccc2)Cc2ccccc2)nc2c1c(=O)n(C)c(=O)n2C | ? | 2% | 2 | -6 | 0 | -2% | 6% | -3% | -8% | 4%
CC(C)[C@H](NC(=O)c1ccccc1)C(=O)OCC(=O)NCCc1ccc(F)cc1 | -4 | -2% | -2 | 18 | -2 | 0% | 7% | 7% | 16% | ?
N#C/C(=C/c1ccc(N2CCOCC2)c([N+](=O)[O-])c1)C(N)=O | -4 | -1% | 2 | 3 | -8 | 0% | 2% | 0% | 0% | ?
CCc1sc(C(=O)NNC(=O)CNC(=O)c2ccccc2F)cc1C | 0 | · | · | -5 | -2 | -3% | -2% | 44% | · | ·
Cc1cccc(OCCCC(=O)NNC(=O)CCN2CCN(c3ccccc3)CC2)c1 | 0 | · | · | 1 | 6 | 3% | 0% | -28% | · | ·
N#CCOc1coc(CN2CCN(c3cccc(Cl)c3)CC2)cc1=O | 2 | 6% | · | -6 | -8 | 3% | 6% | 0% | 11% | -2%
CC(C)CSc1nnc(N)s1 | -3 | 1% | 5 | 2 | 17 | 0% | · | -9% | 3% | -7%
COc1ccc(CCNc2nncc(=O)[nH]2)cc1OC | -1 | 2% | 1 | -3 | -13 | 0% | 3% | 1% | 5% | -1%
O=C1c2cccc3cccc(c23)C(=O)N1c1nccs1 | 1 | 5% | -1 | -4 | -1 | 0% | 6% | -7%[7.66 µM] | 4% | ?
O=C(c1ccccc1)N1CCN(c2ccccc2F)CC1 | -9 | -1% | 3 | -3 | 2 | 0% | -7% | 18% | 0% | 1%
CN1CCC(=O)N([C@H](CN=[N+]=[N-])c2ccccc2)CC1 | -6 | · | -5 | 12 | 17 | 5% | -1% | 30% | 0% | 3%
COc1ccc(/C=C/C(=O)OCC(=O)NCC2CCCO2)cc1 (stereo not given) | -5 | 0% | -1 | 2 | 0 | -3% | 0% | 31% | -14% | ·
Cc1cc2ccccc2n1CCNC(=O)COc1ccc2ccccc2c1 | 3 | -4% | -2 | 4 | 3 | -15% | 8% | -3% | 3% | 5%
COc1ccc2oc(=O)c(-c3nnc(NCc4ccco4)s3)cc2c1 | 1 | 1% | 1 | 14 | -3 | 455%[activator] | 5% | -16% | -4% | ?
Fc1ccc(/C=C2\CCCC3=C2Nc2ncnn2C3c2ccc(F)cc2)cc1 (stereo not given) | 1 | 0% | -11 | -5 | 2 | 37%[activator] | ? | -44%[inhibitor] | 3% | 21%
COc1ccc([C@H]2CC(=O)C=C(c3ccccc3Oc3ccccc3)C2)cc1 | 27 | · | · | 4 | 6 | -9% | 7% | -20% | · | ·
O=C(CN(C1CCCCC1)S(=O)(=O)c1ccc(Cl)cc1)NCc1ccncc1 | ? | -5% | -4 | 18 | -11 | 3% | 3% | 15% | -1% | -1%
COc1cccc2cc(C(N)=O)/c(=N/NC(=O)COc3ccc(Cl)cc3)oc12 | 2 | 0% | 3 | · | · | · | -4% | · | -1% | -4%
